Source: PubChem BioAssay (Sanford-Burnham Center for Chemical Genomics)
UBC13 polyUb: human UBC13 polyubiquitination inhibition. P61088. UBC13 polyubiquitin chain formation, TR-FRET. inhibition, % at 20 µM. hit rate 0.47% among 330,000. AID 485273; in the data active means inhibition above about 45%, passing the limit was not always enough
Jurkat NFkB inh: inhibitors of the PMA/ionomycin-induced NF-kB reporter in Jurkat cells; PMA/ionomycin-induced NF-kB luciferase reporter, luminescence; inhibition, % at 4 µM; hit rate 0.53% among 330,000
CCR6 antagonist: blocks CCL20-driven beta-arrestin recruitment at human CCR6 | P51684 | CHO-K1 CCR6 PathHunter beta-arrestin, luminescence, CCL20-stimulated | inhibition, % at 20 µM | hit rate 0.49% among 340,000 | AID 493098;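 active means compounds whose inhibition of the agonist-driven luminescence signal at 20 µM reaches about 50%, limit read from the data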;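 further: cells stimulated with CCL20 at 14 nM final; plate controls were DMSO with CCL20 for no effect and DMSO without agonist for full effect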
Target sequence (P51684 whole entry, looked up): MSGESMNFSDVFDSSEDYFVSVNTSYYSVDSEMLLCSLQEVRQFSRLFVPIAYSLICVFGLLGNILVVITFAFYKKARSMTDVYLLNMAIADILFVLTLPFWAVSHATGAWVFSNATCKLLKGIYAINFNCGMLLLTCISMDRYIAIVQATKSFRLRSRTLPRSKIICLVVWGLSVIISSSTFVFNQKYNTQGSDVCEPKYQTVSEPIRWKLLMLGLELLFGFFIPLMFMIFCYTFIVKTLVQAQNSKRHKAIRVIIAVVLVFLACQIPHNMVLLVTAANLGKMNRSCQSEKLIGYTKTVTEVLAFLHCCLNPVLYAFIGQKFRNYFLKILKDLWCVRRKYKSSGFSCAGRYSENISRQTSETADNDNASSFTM
Apaf-1 inh: human Apaf-1 inhibition; O14727; reconstituted apoptosome caspase-3 activity, DEVD-Rh110 fluorescence; inhibition, % at 20 µM; hit rate 0.71% among 330,000; AID 489030; active means inhibition of at least 40% at 20 µM;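 further: plate controls were DMSO wells for no effect and DEVD-CHO caspase inhibitor wells for full effect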
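Material: biochemical Apaf-1 apoptosome reconstitution. Medium: Hepes buffer, pH 7.5. Also added: cytochrome c activation, bis-DEVD rhodamine 110 substrate. Timing: 30 min compound preincubation, 50 min activation, room temperature. Measured by: rhodamine 110 fluorescence at Ex 480/Em 540 nm.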
697 NFkB inh: inhibitors of the PMA/ionomycin-induced NF-kB reporter in 697 B cells. 697 B-cell NF-kB luciferase reporter, 16 h. inhibition, % at 4 µM. hit rate 0.33% among 330,000; in the data active means inhibition above about 35%
SENP8 inh: SENP8 protease inhibition; inhibition, % at 10 µM; Q96LD8; purified SENP8, Z-RLRGG-aminoluciferin cleavage, luminescence; hit rate 1.2% among 330,000
Target sequence (Q96LD8 whole entry, looked up): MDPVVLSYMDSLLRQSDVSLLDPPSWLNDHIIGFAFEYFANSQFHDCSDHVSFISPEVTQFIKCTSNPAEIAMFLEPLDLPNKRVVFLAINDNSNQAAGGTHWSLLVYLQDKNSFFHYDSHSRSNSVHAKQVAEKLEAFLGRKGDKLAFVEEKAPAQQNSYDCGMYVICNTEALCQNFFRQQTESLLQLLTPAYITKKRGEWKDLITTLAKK
EBI2 antag: EBI2 (human) antagonism. hit rate 0.81% among 360,000. P32249. AID 651636. EBI2 beta-arrestin recruitment, luminescence, 7a,25-OHC stimulated. inhibition, % at 5 µM; in the data active means inhibition above about 38%;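 further: enzyme fragment complementation signal reports receptor beta-arrestin coupling in cells; 0% = agonist plus DMSO wells and 100% = wells without agonist; some results beyond the cut were filed as inactive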
Target sequence (P32249 whole entry, looked up, the tested form may be a part): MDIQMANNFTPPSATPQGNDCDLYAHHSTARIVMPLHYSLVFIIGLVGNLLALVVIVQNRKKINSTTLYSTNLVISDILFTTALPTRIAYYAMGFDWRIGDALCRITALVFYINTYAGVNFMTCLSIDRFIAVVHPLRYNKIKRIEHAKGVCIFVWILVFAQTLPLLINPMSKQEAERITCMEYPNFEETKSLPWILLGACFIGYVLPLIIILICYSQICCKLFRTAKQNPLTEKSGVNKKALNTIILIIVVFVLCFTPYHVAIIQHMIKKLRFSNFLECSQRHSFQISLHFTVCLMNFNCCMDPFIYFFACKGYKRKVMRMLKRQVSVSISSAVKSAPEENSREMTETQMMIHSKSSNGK
Gli-Sufu antag: Gli-Sufu pathway antagonism; Sufu-KO-LIGHT fibroblasts, Gli luciferase reporter luminescence; inhibition, % at 5 µM; hit rate 0.74% among 340,000;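 active means inhibition above about 55%, limit read from the data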;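 further: 0% = DMSO-treated cells and 100% = wells with medium but no cells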
* hit, by the source's call; nt = no result given. Unless noted, no stated cut-off is given here; in the data, active means inhibition above about 50%; inactive means the rest.

#1 CC(=O)N1N=C(c2c(O)n(C)c(=O)n(C)c2=O)CC1c1ccccc1 (stereo not drawn)
#2 CC1=Nc2cc(C(=O)N3CCC4(CC3)OCCO4)ccc2Sc2ccc(Cl)cc21
#3 C=CCN1CCC2(C)c3cc(O)ccc3CC1C2C (stereo not drawn)
#4 Cc1cccc(N2C(=O)NC(=O)/C(=C/c3ccc(-c4ccc(C(=O)O)c(Cl)c4)o3)C2=O)c1
#5 COc1ccc(OC)c(-n2c(O)c(C=NCc3ccc4c(c3)OCO4)c(=O)[nH]c2=O)c1
#6 C(=NC12CN3CN(CN(C3)C1)C2)c1cccnc1
#7 C/C=C1/C[N+]2(C)CCC34C(=C(C=O)[C@H]1C[C@@H]32)Nc1ccccc14 (stereo partly drawn)
#8 CC#CP(=O)(OC)C(O)(CF)c1ccccc1 (stereo not drawn)
assay / entry	1	2	3	4	5	6	7	8
697 NFkB inh	20	-5	18	21	12	21	-12	-27
Gli-Sufu antag	-4	-2	4	nt	-11	7	-6	28
CCR6 antagonist	2	-1	6	nt	-3	-4	-10	8
Apaf-1 inh	-15	1	-9	2	-11	-4	1	-5
UBC13 polyUb	51*	-2	10	-13	3	5	-2	-16
EBI2 antag	-3	-8	0	nt	-11	-9	2	-7
Jurkat NFkB inh	5	8	-4	-13	-1	0	-1	-9
SENP8 inh	-1	-2	6	-3	0	2	0	-9

#9 Cn1ccc(NC(=O)CCl)n1
#10 N#Cc1cc2c(nc1SCC(=O)Nc1cc(Cl)ccc1Cl)C1CCN2CC1
#11 CCOC(=O)C1(CCc2ccccc2)CCN(Cc2ccc(NC(C)=O)cc2)CC1
#12 O=c1[nH]c(=O)n(Cc2ccco2)c(O)c1/C=N/N1CCCCC1
#13 CC(=O)N1N=C(c2cccnc2)OC1c1ccccc1Cl (stereo not drawn)
#14 CC1(C)C2([N+](=O)[O-])CN3CN(C2)CC1([N+](=O)[O-])C3
#15 CCCCCCN=C(CC)c1c(O)n(CCCC)c(=O)[nH]c1=O
#16 Cc1cccc(-n2c(O)c(C=NC34CN5CN(CN(C5)C3)C4)c(=O)[nH]c2=O)c1
assay / entry	9	10	11	12	13	14	15	16
697 NFkB inh	-5	-7	-12	11	-3	-12	4	8
Gli-Sufu antag	4	-38	41	2	2	0	10	-2
CCR6 antagonist	-11	20	7	13	6	1	6	-6
Apaf-1 inh	-11	7	6	0	-24	3	23	-1
UBC13 polyUb	8	9	-2	-9	-3	-4	-11	-11
EBI2 antag	-3	17	14	-8	-3	-10	-4	1
Jurkat NFkB inh	10	-36	14	6	0	-13	-12	4
SENP8 inh	0	-10	-7	0	1	-7	-10	9

#17 COC(=O)C1=C(c2ccccc2OCc2ccccc2)C[C@@H]2CC[C@H]1N2C(=O)NCc1cccc(F)c1
#18 COc1ccccc1OCCCn1cc(C(=O)C2CC2)c2ccccc21
#19 N#Cc1ccccc1Cn1cc(C(=O)C2CC2)c2ccccc21
#20 CCCCN1C(=O)/C(=C/c2ccc(N(C)C)cc2)C(=O)N(Cc2ccco2)C1=O
#21 COc1ccc(OC)c(C(c2c(O)c3ccccc3oc2=O)c2c(C)n(C)n(-c3ccccc3)c2=O)c1 (stereo not drawn)
#22 CC(C)(C)C(=O)O[C@H]1CC[C@@]2(C)C(=CC(=O)C3C2CC[C@]2(C)C(=O)[C@H](O)CC32)C1 (stereo partly drawn)
#23 CCn1cc(C=C2C(=O)NC(=O)NC2=O)c2ccccc21
#24 Cc1ccc(OCC(=O)N2CCN(C3CCC(c4ccccc4)CC3)CC2)cc1 (stereo not drawn)
assay / entry	17	18	19	20	21	22	23	24
697 NFkB inh	7	-8	-3	0	-1	-3	24	-14
Gli-Sufu antag	12	7	3	-18	8	4	-4	2
CCR6 antagonist	24	19	15	-5	0	4	7	3
Apaf-1 inh	22	9	11	24	10	16	-14	-5
UBC13 polyUb	12	30	14	-42	-3	-3	-36	21
EBI2 antag	30	6	8	-10	2	8	-56	82*
Jurkat NFkB inh	-1	-7	8	-7	3	4	12	3
SENP8 inh	2	0	1	3	-1	0	-5	-8

#25 Cc1cccc(CNCCc2c[nH]c3ccccc23)c1
#26 CC(C)CN1CCN(Cc2ccc(F)cc2Cl)CC1CCO (stereo not drawn)
#27 CNCCc1ccc(OC)c(OC)c1
#28 O=[N+]([O-])c1cccc(CN2CCN(Cc3ccc(Cl)cc3)CC2)c1
#29 O=P(c1ccccc1)(c1ccccc1)N1CCCCC1
#30 CCOc1ccc(-n2c(O)c(N=Nc3ccc([N+](=O)[O-])cc3)c(=O)[nH]c2=O)cc1
#31 Cc1ccc(N2C(=O)NC(=O)/C(=C\c3ccc(N4CCOCC4)cc3)C2=O)cc1
#32 Cc1cc(C(=O)CS(=O)(=O)c2ccc(F)cc2)cc(C)c1OC(=O)N(C)C
assay / entry	25	26	27	28	29	30	31	32
697 NFkB inh	13	19	-6	8	12	19	-3	-40
Gli-Sufu antag	3	4	8	21	6	-26	-7	-62
CCR6 antagonist	-7	3	-7	11	14	35	16	9
Apaf-1 inh	15	-8	-6	7	-10	-1	6	-2
UBC13 polyUb	10	-8	4	0	6	-28	-11	0
EBI2 antag	6	9	-9	3	-2	17	2	-51
Jurkat NFkB inh	3	-3	-4	37	-10	7	9	-45
SENP8 inh	-9	-5	-8	-2	0	7	-1	13

#33 CN(C)C1=NC(N(C)C)=NP(N(C)C)(N(C)C)=N1
#34 COc1cc2c(cc1OC)C(c1c(O)n(CCc3ccccc3)c(=S)[nH]c1=O)NCC2 (stereo not drawn)
#35 COc1cc2c(cc1OC)-c1c(OC)c(OC)cc3c1[C@H](C2)[N+](C)(C)CC3
#36 CC(O)CNc1ccc([N+](=O)[O-])c2cccnc12 (stereo not drawn)
#37 COC(=O)COc1cc(C)cc2oc(=O)c3c(c12)CCCC3
#38 CC1SC2(CN3CCC2CC3)NC1=O (stereo not drawn)
#39 CC(C)c1ccc(N2C(=O)NC(=O)/C(=C\c3cnc(-c4ccccc4)nc3)C2=O)cc1
#40 COC(=O)C1=C(c2ccc(F)cc2F)C[C@@H]2CC[C@H]1N2C(=O)NCCOc1ccccc1
assay / entry	33	34	35	36	37	38	39	40
697 NFkB inh	4	11	14	3	13	14	11	6
Gli-Sufu antag	5	14	7	-13	-1	1	-8	2
CCR6 antagonist	6	-2	2	19	6	4	2	8
Apaf-1 inh	-6	-22	3	8	-8	-6	-1	12
UBC13 polyUb	-3	14	5	-90	20	2	2	3
EBI2 antag	2	nt	1	-14	1	-2	-8	17
Jurkat NFkB inh	-5	14	4	3	2	0	-5	7
SENP8 inh	2	-1	-4	1	4	2	-4	1

#41 CCCCN1C(=O)NC(=O)C2(Cc3c(nc4ccccn4c3=O)N3CCc4ccccc4C32)C1=O (stereo not drawn)
#42 CCCCN1C(=O)C(C2c3ccccc3C(=O)N2Cc2ccccc2)C(=O)NC1=S (stereo not drawn)
#43 COC(=O)C(O)(c1ccc(N(C)C(=O)c2ccc(Cl)c(Cl)c2)cc1)C(F)(F)F (stereo not drawn)
#44 O=C(CN1CCOCC1)c1ccc(Br)cc1
#45 O=C1N(c2cccc(Cl)c2)C(c2cccnc2)N2CCCN12 (stereo not drawn)
#46 Cc1ccccc1-n1c(-c2ccc([N+](=O)[O-])cc2)nc2ccccc2c1=O
#47 COC(=O)C(O)(c1ccc(NC(=O)NC2CCCCC2)cc1)C(F)(F)F (stereo not drawn)
#48 Cc1c(N=Nc2c(O)n(C)c(=O)n(C)c2=O)c(=O)n(-c2ccccc2)n1C
assay / entry	41	42	43	44	45	46	47	48
697 NFkB inh	-14	-6	-28	0	12	-1	-75	-13
Gli-Sufu antag	10	2	3	-13	10	9	-47	6
CCR6 antagonist	-2	-9	18	23	4	-4	-11	-6
Apaf-1 inh	6	20	-7	14	-5	1	5	-10
UBC13 polyUb	11	10	6	-3	-1	-24	0	-54
EBI2 antag	-7	2	12	-5	-6	-3	5	3
Jurkat NFkB inh	9	-11	9	-18	1	-8	-19	16
SENP8 inh	1	-3	-3	-12	1	-10	-7	-1

#49 CCCC(C)n1[nH]c(=O)c2c1NC(=O)CSC2c1ccc(OC)cc1 (stereo not drawn)
#50 CCOC(=O)c1ccc(-[n+]2c(-c3ccccc3)cc(-c3ccccc3)cc2-c2ccccc2)cc1
#51 CCN1C(=O)N(CC)C(=O)C2(Cc3ccccc3N3CCN(c4ccccc4)CC32)C1=O (stereo not drawn)
#52 CCN1CCN(Cc2ccc(OC(F)(F)F)cc2)CC1
#53 Cc1ccc(CCN2CC(C(=O)N3CCC4(CC3)OCCO4)CC2=O)cc1 (stereo not drawn)
#54 Cc1cc(C=C2C(=O)N(C)C(=O)N(C)C2=O)c(C)n1-c1ccccc1
#55 COC(=O)C1=C(c2cccc(OCc3ccccc3)c2)C[C@@H]2CC[C@H]1N2C(=O)NCCOc1ccccc1
assay / entry	49	50	51	52	53	54	55
697 NFkB inh	9	-36	-18	7	10	-1	-15
Gli-Sufu antag	-12	47	-15	6	4	-1	15
CCR6 antagonist	7	-10	8	5	-5	-4	31
Apaf-1 inh	-4	19	9	-8	1	0	22
UBC13 polyUb	9	22	-4	5	5	-4	-18
EBI2 antag	-4	nt	-12	-8	13	-6	14
Jurkat NFkB inh	6	26	-12	5	16	-1	-3
SENP8 inh	-4	11	-8	2	1	-9	-9

Among those listed so far, 7 contain an aryl methoxy group.
#5 COc1ccc(OC)c(-n2c(O)c(C=NCc3ccc4c(c3)OCO4)c(=O)[nH]c2=O)c1
#18 COc1ccccc1OCCCn1cc(C(=O)C2CC2)c2ccccc21
#21 COc1ccc(OC)c(C(c2c(O)c3ccccc3oc2=O)c2c(C)n(C)n(-c3ccccc3)c2=O)c1 (stereo not drawn)
#27 CNCCc1ccc(OC)c(OC)c1
#34 COc1cc2c(cc1OC)C(c1c(O)n(CCc3ccccc3)c(=S)[nH]c1=O)NCC2 (stereo not drawn)
#35 COc1cc2c(cc1OC)-c1c(OC)c(OC)cc3c1[C@H](C2)[N+](C)(C)CC3
#49 CCCC(C)n1[nH]c(=O)c2c1NC(=O)CSC2c1ccc(OC)cc1 (stereo not drawn)
assay / entry	5	18	21	27	34	35	49
697 NFkB inh	12	-8	-1	-6	11	14	9
Gli-Sufu antag	-11	7	8	8	14	7	-12
CCR6 antagonist	-3	19	0	-7	-2	2	7
Apaf-1 inh	-11	9	10	-6	-22	3	-4
UBC13 polyUb	3	30	-3	4	14	5	9
EBI2 antag	-11	6	2	-9	nt	1	-4
Jurkat NFkB inh	-1	-7	3	-4	14	4	6
SENP8 inh	0	0	-1	-8	-1	-4	-4

This is a subset; rates above refer to the full screens.
